BLM inh – Bloom syndrome helicase (human) inhibition; recombinant BLM DNA unwinding, fluorescence dequenching; Potency, µM (titrated, usually from 56.1 µM), inactives show at the highest dose activity change, negative = inhibition, most hits filed as inhibitors; AID 2528; 0.2% of 350,000 active;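 also: plate controls were vehicle for no effect and no enzyme for full effect; nearly all actives have a fitted effect of over 35% in size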
BAZ2B block – blocks human BAZ2B. Q9UIF8. AlphaScreen BAZ2B-H3K14Ac peptide displacement. Potency, µM (top dose mostly 114 µM), without a hit: at the top dose activity change, negative = inhibition, most hits filed as inhibitors. 4.4% of 360,000 active. AID 504333; also: % is scaled to controls: 0 for no effect and ±100 for the full control effect; nearly all actives have a fitted effect of over 60% in size
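AlphaScreen displacement: compounds (up to 110uM) incubated 30 min at room temperature with a preformed 50 nM BAZ2B/50 nM biotinylated H3K14Ac peptide complex in PBS pH 7.4 with Tween-20. Donor and acceptor beads at 10 ug/mL final added, 20 min light-protected before reading.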
POLI inh – inhibitors of human DNA polymerase iota | Pol iota fluorescent replication assay, 10 min | Q9UNA4 | 1% of 390,000 active | AID 588590 | Potency, µM (series often up to 115 µM), for inactives: at the highest dose activity, negative = inhibition, usual class: inhibitors
Target sequence (Q9UNA4 whole entry, looked up): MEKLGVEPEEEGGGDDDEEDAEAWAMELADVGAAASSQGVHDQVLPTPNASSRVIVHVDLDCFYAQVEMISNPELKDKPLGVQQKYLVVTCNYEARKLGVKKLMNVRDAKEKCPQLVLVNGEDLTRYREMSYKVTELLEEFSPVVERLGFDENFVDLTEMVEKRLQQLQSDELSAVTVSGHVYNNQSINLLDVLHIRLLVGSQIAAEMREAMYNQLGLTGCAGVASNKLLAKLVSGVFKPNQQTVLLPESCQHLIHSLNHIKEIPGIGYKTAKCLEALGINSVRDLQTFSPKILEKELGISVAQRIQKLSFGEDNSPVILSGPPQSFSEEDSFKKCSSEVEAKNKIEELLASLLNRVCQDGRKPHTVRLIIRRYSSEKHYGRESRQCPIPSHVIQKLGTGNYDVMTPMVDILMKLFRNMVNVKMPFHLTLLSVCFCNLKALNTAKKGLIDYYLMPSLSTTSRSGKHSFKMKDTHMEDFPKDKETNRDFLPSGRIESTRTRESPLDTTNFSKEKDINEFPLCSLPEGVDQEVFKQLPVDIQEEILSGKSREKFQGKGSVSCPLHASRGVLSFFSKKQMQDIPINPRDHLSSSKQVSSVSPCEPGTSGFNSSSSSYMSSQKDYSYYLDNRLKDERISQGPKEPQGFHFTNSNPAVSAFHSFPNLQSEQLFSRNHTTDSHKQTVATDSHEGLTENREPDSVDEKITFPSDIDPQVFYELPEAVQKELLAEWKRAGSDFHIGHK
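Fluorescent replication assay read twice, at 0 min and 10 min after adding 50 nM (final) substrate. Enzyme (10 nM) and compounds were first incubated 15 min at room temperature; enzyme-free buffer wells were negative controls.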
APE1 inh – APE1 (human) endonuclease inhibition. P27695. recombinant APE1, TAMRA/BHQ-2 abasic DNA cleavage fluorescence. Potency, µM (titrated, usually from 65.8 µM), inactives show at the top dose activity change, negative = inhibition, most hits filed as inhibitors. 0.35% of 350,000 active. AID 2517;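 also: plate controls were vehicle for no effect and reference inhibitor for full effect; nearly all actives have a fitted effect of over 55% in size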
Target sequence (P27695 whole entry, looked up): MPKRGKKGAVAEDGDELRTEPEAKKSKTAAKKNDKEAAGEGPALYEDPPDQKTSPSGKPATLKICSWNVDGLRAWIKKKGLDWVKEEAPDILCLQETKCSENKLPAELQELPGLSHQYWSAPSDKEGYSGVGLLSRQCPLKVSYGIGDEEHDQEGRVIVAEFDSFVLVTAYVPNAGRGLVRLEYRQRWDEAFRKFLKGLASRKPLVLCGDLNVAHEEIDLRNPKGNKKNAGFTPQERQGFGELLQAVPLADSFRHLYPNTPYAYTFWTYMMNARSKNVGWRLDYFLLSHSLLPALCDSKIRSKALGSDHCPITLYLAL
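Quantitative HTS: incision of a TAMRA/BHQ-2 double-stranded substrate bearing a tetrahydrofuran abasic site by 0.75 nM APE1 raises fluorescence. Substrate 50 nM final, added after 15 min compound preincubation at room temperature; progress as third-minus-first kinetic read difference.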
POLH inh – inhibitors of human DNA polymerase eta; recombinant Pol eta, fluorescent DNA replication assay; Potency, µM (highest dose often 114 µM), inactives show at the top dose activity change, negative = inhibition, hits mostly inhibitors; 1.2% of 390,000 active; also: % is scaled to controls: 0 for no effect and ±100 for the full control effect
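Fluorescent replication assay: 50 nM final substrate added after a 15 min room-temperature compound preincubation with 10 nM enzyme. Signal taken at 0 min and again at 10 min.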
JMJD2A Tudor – JMJD2A Tudor domain (human) inhibition; O75164; AlphaScreen JMJD2A-Tudor / H3K4me3 peptide binding; Potency, µM (doses to about 114 µM), for the others: top-dose activity change, negative = inhibition, most hits filed as inhibitors; 4.4% of 390,000 active; also: % is scaled to controls: 0 for no effect and ±100 for the full control effect; nearly all actives have a fitted effect of over 50% in size
POLK inh – DNA polymerase kappa (human) inhibition; Q9UBT6; purified Pol kappa, fluorescent DNA synthesis assay, 10 min; Potency, µM (top dose mostly 107 µM), for inactives: at the top dose activity, negative = inhibition, most hits filed as inhibitors; 0.53% of 400,000 active; also: % is scaled to controls: 0 for no effect and ±100 for the full control effect
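First, compounds were pin-transferred onto 10 nM Pol kappa. After 15 min at room temperature, substrate was added to 50 nM final. Fluorescence was then measured kinetically at 0 and 10 min.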
Pol beta inh – DNA polymerase beta (human) inhibition; Pol beta primer extension/strand displacement, fluorescence kinetic; P06746; 1.3% of 340,000 active; AID 485314; Potency, µM (top dose mostly 114 µM), inactives show top-dose activity change, negative = inhibition, hits mostly inhibitors; also: % is scaled to controls: 0 for no effect and ±100 for the full control effect
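Pol beta (10 nM) and compounds were preincubated 15 min at room temperature, then 50 nM substrate (final) started primer extension/strand displacement. Reads were taken at 0 and 10 min; concentration-response data were fitted to a four-parameter Hill equation.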
G9a block – inhibitors of human histone lysine methyltransferase G9a | Potency, µM (series often up to 102 µM), for inactives: at the top dose activity, negative = inhibition, hits mostly inhibitors | 8.8% of 350,000 active | AID 504332 | G9a H3K9 monomethylation, AlphaScreen, 2 h | Q96KQ7; also: % is scaled to controls: 0 for no effect and ±100 for the full control effect; nearly all actives have a fitted effect of over 75% in size
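AlphaScreen detection with an anti-monomethyl H3K9 antibody quantified product after a 2 h room-temperature reaction containing 500 nM biotinylated H3K9 peptide, 20 µM SAM and 20 nM enzyme, which had been preincubated 15 min with compound.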
Active calls of the source: *; ? = inconclusive; / = not tested or not shown; & = joins results of further samples; ! = repeats disagree; [ ] = dose if it differs, or a comment. Calls follow the shape of the dose curve; as a rule, active = well fitted curve in the direction sought with a large enough effect; inconclusive = small, poorly fitted or top-dose-only effect, or another doubt; inactive = no such curve, though single readings can be large; an effect the other way counts as inactive or inconclusive. Potency is read from the fitted curve at half-maximal effect. These rows are one share of the data; the hit share may differ from the screen's.

Screens in order – BLM inh	BAZ2B block	POLI inh	APE1 inh	POLH inh	JMJD2A Tudor	POLK inh	Pol beta inh	G9a block
O=C(O)CCCCCCCCCCCNC(=O)NC12CC3CC(CC(C3)C1)C2
  /	10%	?	2%	-5%	-31%	-16%	/	6%[2.33 µM]
COc1ccc(OCC(=O)N2CCN(c3cccc(Cl)c3)CC2)cc1
  -4%	4%	47%[activator]	-2%	-18%	-19%	-4%	-13%	-2%[59 µM]
CN(C)CCCN(C(=O)c1sc2ccccc2c1Cl)c1nc2c(F)cccc2s1
  7%	-17%	-10%	24%	-24%	?	-15%	27%	25µM*
CCC(CC)C(=O)Nc1cccc(C(=O)Nc2nccs2)c1
  -5%	4%	33%[activator]	0%	-13%	-4%	-4%	26%	-1%
CCOc1ccccc1NC(=O)c1sc2nc(C)nc(N3CCOCC3)c2c1C
  -2%	-9%	135%[activator]	-3%	-24%	1%	-8%	50%	14%
CC(=O)N1CCN(C(=S)NC(=O)C23CC4CC(CC(C4)C2)C3)CC1
  -4%	-5%	-6%	1%	-3%	-7%	-14%	?	7%
O=C(Cn1c(=O)n2ncnc2c2c3c(sc21)CCCC3)c1ccccc1
  3%	-19%	28%	2%	-16%	-8%	-5%	0%	-29%[12.7 µM]
COc1ccc(-n2cc([N+](=O)[O-])c(=O)c3ccc(Cl)cc32)cc1
  /	/	51%[activator]	/	-3%	-5%	-1%	/	/
Cc1cc(-c2ccccc2)nc(N(C)NC(=O)c2ccc(Cl)cc2)c1S(C)(=O)=O
  -1%	6%	-13%	7%	-12%	6%	-4%	26%	?
CCC(=O)N1CCc2cc(Br)cc(S(=O)(=O)CCC(=O)Nc3ccccc3C)c21
  -9%	1%	3%	/	-13%	-11%	2%	-15%	-6%[59 µM]
Cc1ccccc1NC(=O)c1cccc(N2C(=O)C3CCCCC3C2=O)c1 (stereo not given)
  0%	1%	20%	67%[activator]	-13%	6%	7%	11%	-16%
O=C(Nc1ccsc1C(=O)O)c1ccccc1Cl
  2%	-1%	11%	63%[activator]	-10%	-3%	3%	3%	-37%
COc1ccc(S(=O)(=O)N2CCc3ccccc32)cc1C(=O)NC1(C)CCS(=O)(=O)C1 (stereo not given)
  /	-12%	0%	13%	-11%	-13%	-9%	/	-3%[12.7 µM]
NNC(=O)COc1ccc2oc3c(c2c1)CCCC3
  -3%	?	118%[activator]	9%	-12%	-19%	-7%	16%	-10%
CCCCc1nc2cc(C(=O)N3CCCC(OCCC)C3)ccc2o1 (stereo not given)
  -1%	-1%	23%	18%	-18%	-1%	3%	19%	-9%
CCN(CC)S(=O)(=O)c1ccc(NS(=O)(=O)CC23CCC(CC2=O)C3(C)C)cc1 (stereo not given)
  3%	6%	-2%	11%	-14%	-13%	-19%	21%	11%[59 µM]
O=S(=O)(NCC(c1cccnc1)N1CCN(Cc2ccccc2)CC1)c1ccccc1 (stereo not given)
  4%	10%	-14%	-2%	-9%	-22%	-7%	6%	8%[59 µM]
CC(C)c1ccc(OCC(=O)NNC(=S)NC(=O)c2cccs2)c(Br)c1
  -9%	-3%	19%	5%	-1%	-14%	-11%	12%	52%
O=C(O)c1ccc([N+](=O)[O-])c(CS(=O)(=O)c2ccc(Cl)cc2)c1
  -2%	?	20%	-7%	-10%	-9%	-4%[60.1 µM]	?	-45%
COCCNc1ccc([N+](=O)[O-])cc1C(=O)NC1CCCc2ccccc21 (stereo not given)
  -8%	-25%	51%[activator]	18%	-22%	?	-14%	14%	-11%

(list continues)
Screens in order – BLM inh	BAZ2B block	POLI inh	APE1 inh	POLH inh	JMJD2A Tudor	POLK inh	Pol beta inh	G9a block
COc1ccc(CNC(=O)CN2C(=O)NC(C)(c3ccc(C(C)(C)C)cc3)C2=O)cc1 (stereo not given)
  -6%	-18%	119%[activator]	30%	-17%	-19%	-1%	-27%	6%
CCNC(=S)Nc1ccc(Cl)cc1
  0%	-22%	-10%	7%	-7%	-2%	-10%	1%	6%
O=C(NCc1ccccc1)c1ccc2nnsc2c1
  0%	4%	23%	-3%	-6%	-9%	6%	2%	?
COc1ccc(-n2cc(C#N)c(=O)n(Cc3ccc(F)cc3)c2=O)cc1
  1%	-29%	32%[activator]	21%	-6%	-12%	-7%	6%	-4%
COc1cccc(C2CC(c3ccc(C)cc3)Nc3nc(N)nn32)c1 (stereo not given)
  -3%	-8%	5%	-4%	-17%	-26%	8%	-11%	?
Cc1nnsc1C(=O)Oc1ccc(C#N)cc1
  -2%	?	9%	/	-17%	89µM*	3%	-13%	16µM*
Cc1ccc(C(=O)N/N=C(\CC(C)C)c2ccccc2)cc1
  0%	-9%	6%	-7%	-12%	-9%	-21%	35%	3%[59 µM]
CCOC(=O)/C(=C\c1ccc(Cl)cc1)c1nc2sc(C)c(C)c2c(=O)[nH]1
  -9%	-8%	7%	?	-17%	?	-15%	7%	25µM*
CCN(CC)S(=O)(=O)c1cc(C(=O)Nc2cc(C)on2)ccc1Cl
  -6%	?	-7%	-5%	-2%	-6%	2%	14%	?
CCc1ccccc1NC(=O)CN(C)C(=O)CSc1nn(-c2ccc(F)cc2)c(=S)s1
  1%	4%	195%[activator]	4%	-12%	-8%	-7%	1%	-2%[59 µM]
O=C(c1ccc(S(=O)(=O)c2ccc(F)cc2)c([N+](=O)[O-])c1)N1CCCCCC1
  -3%	-32%	19%	-1%	-10%	?	-1%	19%	?
CCOC(=O)C1CCCN(CC(=O)Nc2c(C(=O)OC)[nH]c3ccc(Br)cc23)C1 (stereo not given)
  -18%	7%	-4%	-5%	?	?	-3%	5%	-9%
CCCN(CCC)S(=O)(=O)c1cc(Br)cc2c1N(C(=O)CC)CC2
  -10%	13%	-8%	-7%	?	12%[57.1 µM]	-8%	-2%	50µM*
CCOc1ccccc1N(CC(=O)NC1CCCC1)C(=O)CNC(=O)c1cccs1
  -1%	2%	49%[activator]	14%	5%	-12%	-4%	-4%	14%
CCC(CC)NC(=O)c1ccc(Cl)cc1
  0%	-5%	5%	-4%	-19%	6%	2%	13%	25%[59 µM]
Cc1cccc(C)c1NC(=O)CS(=O)CC(=O)NCC1OCCc2ccccc21 (stereo not given)
  -3%	-3%	-3%	1%	4%	2%	-20%	1%	-22%
CC(C)C[C@H](NC(=O)NCc1ccc(Cl)cc1)C(=O)O
  1%	2%	0%	-1%	0%	-25%	-10%	0%	35µM*
O=C1C(c2ccc(F)cc2)N(C2CCCCC2)C(=O)CN1C1CCCC1 (stereo not given)
  -3%	5%	-1%	-1%	-8%	-7%	-4%	27%	2%
CC(C)C(c1nnnn1Cc1cccs1)N1CCN(C(=O)c2ccco2)CC1 (stereo not given)
  -9%	-8%	23%	8%	-5%	?	0%	-13%	/
CC1Cc2ccccc2N1C(=O)COc1cccc(-n2cnnn2)c1 (stereo not given)
  -4%	-1%	0%	13%	5%	-31%	-12%	32%	6%[59 µM]

Next structures.
Screens in order – BLM inh	BAZ2B block	POLI inh	APE1 inh	POLH inh	JMJD2A Tudor	POLK inh	Pol beta inh	G9a block
O=C(c1cn(Cc2ccccc2)nc1-c1cccnc1)N1CCN(Cc2c(F)cccc2Cl)CC1
  /	-21%	23%	29%	-13%	-4%	4%	/	?
CO/N=C/c1cc([N+](=O)[O-])ccc1Sc1ccc(C)cc1
  -7%	-15%	-13%	-9%	-13%	-24%	5%	4%	?
Cc1nonc1NC(=O)c1ccc(Cl)c(S(=O)(=O)N2CCCCC2)c1
  -3%	2%	4%	-1%	-3%	-3%[11.4 µM]	-7%	-29%	-33%[12.7 µM]
COC(=O)COc1ccccc1C(=O)Nc1ccc(OC)cc1
  1%	6%	72%[activator]	-5%	-7%	-3%	-2%	23%	20%[59 µM]
CCN(Cc1ccccc1)S(=O)(=O)c1cn(C)cn1
  -2%	-2%	14%	-4%	-13%	3%	10%	-10%	/
C=CCOc1c(CNC2CCCC2)cc(Cl)cc1OC
  2%	-8%	?	0%	-18%	2%	0%	1%	-30%
CCOC(=O)c1ccc(NS(=O)(=O)c2cc3c4c(c2)CCN4C(=O)CC3)cc1
  /	-29%	-4%	-8%	-8%	-5%	-9%	/	-8%
COc1ccc(-c2csc(NC(=O)CC(C)C)n2)cc1
  0%	-5%	4%	-4%	-6%	-24%	-1%	4%	8%[59 µM]
CCC(C(=O)NC1CCCCC1)n1c(SCc2cccc(C)c2)nc2ccncc21 (stereo not given)
  -5%&0%	0%&-3%	13%&-15%	-1%	-14%&-14%	-31%&0%	-25%&-4%	4%&-9%	50µM*!
NS(=O)(=O)c1ccc(NC(=O)C2C3C=CC(C3)C2C(=O)O)cc1 (stereo not given)
  -13%	-2%	13%	1%	0%	-13%	-13%	3%	-4%
CCC(C)NC(=O)Cn1c(=O)sc2ccccc21 (stereo not given)
  8%	0%	46%[activator]	3%	-2%	-6%	-2%	13%	?
Cn1c(=O)cc(SCC(=O)NCC2CCCO2)c2ccc(Cl)cc21 (stereo not given)
  -7%	-1%	2%	-1%	5%	-7%	-6%	26%	-7%[59 µM]
O=C(COC(=O)CC12CC3CC(CC(Br)(C3)C1)C2)NC(=O)NCc1ccco1
  -11%	?	?	-4%	?	?	-16%	3%	37%[0.501 µM]
CC1(C)Cc2c(sc(NC(=O)c3ccccc3Cl)c2C(=O)O)CO1
  5%	?	96%[activator]	-2%	-19%	-6%	-3%	0%	?
CCOc1ccc(C(=O)N2CCn3c2nc2ccccc23)cc1
  -4%	-18%	66%[activator]	6%	-6%	-7%	-5%	-16%	3%
COc1cccc(/C=N/Nc2nn3cnnc3c3ccccc23)c1O
  -11%	0%	-9%	-7%	?	-8%	-24%	-20%	6%[59 µM]

Part of the list above in order of SMILES length, rising.
Screens in order – BLM inh	BAZ2B block	POLI inh	APE1 inh	POLH inh	JMJD2A Tudor	POLK inh	Pol beta inh	G9a block
CCOc1ccccc1NC(=O)c1sc2nc(C)nc(N3CCOCC3)c2c1C
  -2%	-9%	135%[activator]	-3%	-24%	1%	-8%	50%	14%
NS(=O)(=O)c1ccc(NC(=O)C2C3C=CC(C3)C2C(=O)O)cc1 (stereo not given)
  -13%	-2%	13%	1%	0%	-13%	-13%	3%	-4%
CN(C)CCCN(C(=O)c1sc2ccccc2c1Cl)c1nc2c(F)cccc2s1
  7%	-17%	-10%	24%	-24%	?	-15%	27%	25µM*

Bioassay records deposited in PubChem BioAssay by National Center for Advancing Translational Sciences (NCATS).
